High-throughput results from PubChem BioAssay.
human PMI inhibitors: human PMI inhibitors, high substrate, primary screen, biochemical, fluorescence intensity, high mannose 6-phosphate (AID 1220); recombinant PMI enzyme, coupled fluorescence intensity; higher % means a stronger effect; inhibition, % at 20 µM; hits with a dose series show IC50 in µM; hit rate 0.66% among 190,000
XIAP antagonists: small molecules displacing peptide from XIAP – biochemical, IAP family, fluorescence polarization (AID 1018) | one-dose displacement, % at 20 µM; IC50 in µM for titrated hits | XIAP BIR domain, fluorescence polarization peptide displacement; higher % means a stronger effect | hit rate 0.007% among 200,000; in the data active means displacement above about 50%; further: a part of the inactive calls stands beside numbers as strong as those of hits
UTI89 phage lysis: protection from phage-mediated lysis, alamar blue read-out – E. coli UTI89, K1F phage, bacterial capsule biogenesis inhibitors (AID 488966) | E. coli UTI89 K1F phage lysis, alamar blue, 2 h; higher % means a stronger effect | inhibition, % at 100 µM, or IC50 in µM where a hit was titrated | hit rate 0.02% among 340,000;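 active means phage lysis inhibition, versus mean bacterial control, above a set limit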;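 further: capsule biogenesis inhibitors block K1F phage lysis so surviving cells raise fluorescence; higher fluorescence means more inhibition of phage lysis; actives were called in the ten point dose series up to 300 µM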
human PMI inhibition: MPI enzyme activity inhibition – biochemical, fluorescence intensity, coupled assay, primary screen (AID 1209) | purified PMI enzyme, coupled fluorescence intensity; higher % means a stronger effect | inhibition, % at 20 µM, or IC50 in µM where a hit was titrated | hit rate 0.42% among 190,000;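 further: plate controls were DMSO vehicle for no effect and wells lacking substrate for full effect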
Lipid droplet: hepatic lipid droplet formation modulation. AML12 mouse hepatocytes, oleate lipid droplets, BODIPY imaging. inhibition, % at 6.5 µM. hit rate 0.4% among 240,000. AID 1656;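 active means lipid droplet intensity inhibited by at least 50%, with more than 500 cells counted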
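Material – AML12 mouse liver cells · Also added – oleate loading, 100 µM · Compound dosing – 6.5 µM single-point dosing · Times – overnight treatment with compound plus oleate · Measured by – fluorescence imaging, 20x objective, two fields per well · Read-out – percent inhibition of filter-corrected integrated lipid droplet intensity per well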
TNAP activation fold: stimulation of alkaline phosphatase TNAP activity – biochemical, luminescent, no phosphate acceptor, uHTS, primary screen (AID 1001); purified TNAP, luminescent activation assay, no phosphate acceptor; higher activation fold means a stronger effect; one-dose activation fold at 20 µM; EC50 in µM for titrated hits; hit rate 0.03% among 200,000; in the data active means activation fold from about 3, or a potency from the dose series; inactive means the rest, 99 in 100 with activation fold below about 1.6; further: many of its hits are not listed in these tables
P. falciparum M17LAP: P. falciparum M17LAP inhibitors, primary screen, biochemical, fluorogenic H-Leu-NHMec substrate, 1536-well (AID 1619); hit rate 0.38% among 220,000; recombinant M17LAP, H-Leu-NHMec fluorogenic kinetic assay; higher % means a stronger effect; inhibition, % at 30 µM; hits with a dose series show IC50 in µM;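 active means compound inhibiting the enzyme by more than half at any dose during confirmatory dose-response retesting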;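 further: plate controls were full reaction with DMSO carrier for no effect and no enzyme background for full effect; strong numbers were not always called active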
M1AAP inhibition: P. falciparum M1AAP inhibitors, biochemical, fluorogenic H-Leu-NHMec substrate, 1536-well (AID 1445) | recombinant M1AAP, H-Leu-NHMec fluorogenic kinetic assay; higher % means a stronger effect | one-dose inhibition, % at 30 µM; IC50 in µM for titrated hits | hit rate 0.42% among 220,000;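 active means primary inhibition above the hit cutoff, then over 50% inhibition at one or more dose response concentrations, cut at about 23% in these data, passing the limit was not always enough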;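 further: plate controls were DMSO full reaction for no effect and no enzyme background for full effect; strong numbers were not always called active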
Siah-1 displacement: blockers of Siah-1 interaction with plectin peptide – biochemical, fluorescence polarization, rhodamine-plectin, uHTS, primary screen (AID 1817); Siah-1 / rhodamine-plectin peptide fluorescence polarization; higher % means a stronger effect; one-dose displacement, % at 20 µM; IC50 in µM for titrated hits; hit rate 0.02% among 290,000;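 active means displacement of at least 50% at 20 µM, with a fluorescence ratio check between 0.3 and a set limit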;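 further: plate controls were Siah plus tracer with DMSO for no effect and tracer alone without Siah for full effect; strong numbers were not always called active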
Lipid droplet cells 6.5 µM: also measured in Lipid droplet; calls as there; cell count; measured here: cell count, cytotoxicity flag;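 cells counted across two imaged fields per well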
Active calls of the source: *; · = not tested or not shown; [ ] = dose if it differs, or a comment. Unless noted, no stated cut-off is given here; in the data, active means inhibition above about 50%; inactive means the rest.

item	SMILES	human PMI inhibitors	XIAP antagonists	UTI89 phage lysis	human PMI inhibition	Lipid droplet
1	COc1cc2nc(CN3CCN(S(=O)(=O)c4ccc(Cl)cc4)CC3)[nH]c(=O)c2cc1OC	11%	-6.8%	0.0%	6%	7
2	Cc1ncc(C[n+]2csc(CCOC(=O)C34CC5CC(CC(C5)C3)C4)c2C)c(N)n1	·	0.0%	-0.3%	·	-6
3	C=CCN1C(=O)/C(=C2/Sc3ccccc3N2CCCS(=O)(=O)O)SC1=S	-12%	-3.1%	0.1%	-3%	·
4	Cc1ccc(NC(=O)NCc2ccc3c(c2)OCO3)cc1C	-4%	-2.2%	0.1%	1%	-18
5	Cc1ccc(-c2csc(N3N=C(c4ccccc4)/C(=C\c4ccc(N(C)C)cc4)C3=O)n2)cc1	0%	-5.9%	·	8%	·
6	O=S1(=O)CCC(S(=O)(=O)N2CCCCCC2)C1 (stereo not given)	0%	-12%	1.1%	-7%	20
7	CCCCCCNc1nc(-c2ccc(OC)cc2)c(CCC(=O)O)s1	9%	-36%	-0.6%	13%	-40
8	CCOC(=O)C1=NOC(CN(c2ccccc2)S(=O)(=O)c2ccc(Cl)cc2)C1 (stereo not given)	9%	-2.7%	0.2%	6%	-2

item	Lipid droplet cells 6.5 µM	TNAP activation fold	P. falciparum M17LAP	M1AAP inhibition	Siah-1 displacement
1	740	1.4	5%	-3%	20%
2	669	0.9	-1%	-1%	11%
3	·	0.9	5%	23%	-7%
4	727	1.1	-2%	0%	2%
5	·	0.8	53%	8%	-8%
6	828	1.1	-4%	6%	0%
7	518	1	46%	7%	-2%
8	670	1.1	-5%	1%	4%

Later entries.
item	SMILES	human PMI inhibitors	XIAP antagonists	UTI89 phage lysis	human PMI inhibition	Lipid droplet
9	O=C1NCN(c2ccccc2)C12CCN(CCCC(c1ccc(F)cc1)c1ccc(F)cc1)CC2	5%	-4.0%	4.7%	7%	1
10	CCOc1ccc(C2CC(c3ccc(F)cc3)Nc3nc(N)nn32)cc1 (stereo not given)	4%	0.2%	2.7%	5%	4
11	O=C(COc1ccccc1)NC1CCN(Cc2ccccc2)CC1	9%	-3.2%	2.7%	12%	5
12	Cc1[nH]n(-c2ccccc2)c(=O)c1S(=O)(=O)c1ccccc1	10%	1.7%	2.5%	12%	·
13	COc1ccc(CNC(=O)CN2C(=O)C3C4C=CC(C4)C3C2=O)cc1 (stereo not given)	-6%	2.9%	0.2%	-7%	-3
14	O=C(C1=C[C@@H](c2ccc(Br)cc2)C[C@@H](OCCCCO)O1)N1CCOCC1	0%	-1.4%	-0.3%	1%	20
15	CC(CN1CCCCC1)OC(=O)c1ccccc1Cl (stereo not given)	-4%	-5.0%	-0.1%	-7%	4
16	COc1cccc(C2NC(CC(C)C)(C(=O)O)C3C(=O)N(Cc4ccccc4)C(=O)C23)c1O (stereo not given)	4%	-2.0%	0.7%	7%	17

item	Lipid droplet cells 6.5 µM	TNAP activation fold	P. falciparum M17LAP	M1AAP inhibition	Siah-1 displacement
9	678	1.1	-13%	5%	-1%
10	735	1	-5%	-4%	-2%
11	741	1	-2%	5%	0%
12	·	1.1	6%	10%	-2%
13	716	1.1	6%	0%	-9%
14	685	1	-1%	-2%	15%
15	695	1	9%	3%	2%
16	743	1	7%	5%	1%

(further entries)
item	SMILES	human PMI inhibitors	XIAP antagonists	UTI89 phage lysis	human PMI inhibition	Lipid droplet
17	COc1ccc(C2C(C(=O)NCC3CCCO3)CCC(=O)N2c2ccc3c(c2)OCO3)cc1 (stereo not given)	4%	-1.7%	0.5%	9%	10
18	O=C(NC(=S)Nc1cccc(-c2ccc(CO)o2)c1)c1cccs1	4%	-6.1%	-0.1%	11%	4
19	Cc1cccc(Nc2nc(CC(=O)O)cs2)c1	-17%	-7.7%	-0.2%	-17%	1
20	CCS(=O)(=O)c1ccc(O)c(N2C(=O)C3C4C=CC(C4)C3C2=O)c1 (stereo not given)	2%	-2.1%	0.3%	0%	·
21	O=C(c1c(Cl)nc2sccn12)N1CCCc2ccccc21	-2%	-9.3%	0.1%[50 µM]	-4%	-5
22	COC(=O)c1ccc(NC(=O)c2ccc3c(c2)OCO3)cc1	3%	-1.5%	4.1%	6%	0
23	Cc1ccc(NC(=O)C2(c3ccccc3)CC2(Cl)Cl)cc1C (stereo not given)	8%	-4.4%	0.2%	13%	·
24	COc1cccc(C2=Nn3c(nnc3-c3ccccc3O)SC2)c1	0%	-7.6%	0.2%	-1%	29

item	Lipid droplet cells 6.5 µM	TNAP activation fold	P. falciparum M17LAP	M1AAP inhibition	Siah-1 displacement
17	768	1.1	-1%	3%	2%
18	662	0.9	1%	9%	5%
19	723	1	-3%	-6%	-2%
20	·	1.1	2%	-1%	7%
21	603	1	6%	4%	0%
22	782	1.1	-6%	-1%	0%
23	·	1.1	-5%	5%	-4%
24	700	1.3	-12%	3%	-2%

Results in XIAP antagonists, Lipid droplet and M1AAP inhibition (3 entries from above):
| no. | Structure | XIAP antagonists | Lipid droplet | M1AAP inhibition |
| --- | --- | --- | --- | --- |
| 17 | COc1ccc(C2C(C(=O)NCC3CCCO3)CCC(=O)N2c2ccc3c(c2)OCO3)cc1 (stereo not given) | -1.7% | 10 | 3% |
| 24 | COc1cccc(C2=Nn3c(nnc3-c3ccccc3O)SC2)c1 | -7.6% | 29 | 3% |
| 20 | CCS(=O)(=O)c1ccc(O)c(N2C(=O)C3C4C=CC(C4)C3C2=O)c1 (stereo not given) | -2.1% | · | -1% |

(next part)
item	SMILES	human PMI inhibitors	XIAP antagonists	UTI89 phage lysis	human PMI inhibition	Lipid droplet
25	COc1ccc(CN2CCNC(=O)C2CC(=O)N(C)Cc2nccn2C)cc1OC (stereo not given)	12%	-0.3%	0.1%	9%	-2
26	NC(=NC1CCCCC1)c1ccc(Cl)cc1	-6%	-9.7%	0.1%	0%	0
27	COC(=O)Cn1c(=NC(=O)c2ccc(Cl)s2)sc2cc(C)ccc21	-6%	-17%	2.5%	-11%	15
28	CCN(CC)CCn1c(N)nc2ccccc21	·	·	0.0%	·	8
29	COc1ccccc1Cn1nnc2c(=O)[nH]c(C3CCN(C(=O)c4ccccc4Cl)CC3)nc21	0%	-14%	0.0%	-1%	0
30	CCCC(=O)Nc1nnc(-c2ccc(Cl)s2)o1	1%	-5.4%	-0.6%	-3%	·
31	Cc1ccc(Cl)cc1NC(=O)COC(=O)c1ccccc1O	·	·	0.1%	·	1
32	C=CCOc1ccc2nnc(C)n2n1	-14%	-6.1%	0.2%	-12%	5

item	Lipid droplet cells 6.5 µM	TNAP activation fold	P. falciparum M17LAP	M1AAP inhibition	Siah-1 displacement
25	678	1.1	-5%	-3%	9%
26	685	1	3%	-1%	-4%
27	701	1	14%	3%	-1%
28	682	·	9%	1%	3%
29	741	1	7%	9%	2%
30	·	1.2	-5%	6%	2%
31	722	·	-5%	2%	2%
32	720	1.1	14%	-5%	14%

Following part
item	SMILES	human PMI inhibitors	XIAP antagonists	UTI89 phage lysis	human PMI inhibition	Lipid droplet
33	O=c1c2ccccc2ncn1CCCSc1ccccc1	-10%	0.8%	-0.1%	-7%	·
34	COc1ccc(C(=O)Oc2cc(/C=N/NS(=O)(=O)c3ccc(C)cc3)ccc2OC)cc1	12%	-18%	0.4%[50 µM]	16%	·
35	COc1ccccc1CNC(=O)C(C)NS(=O)(=O)c1ccc(C)cc1 (stereo not given)	-5%	-4.8%	2.3%	1%	-23
36	COc1ccc(-c2c3c(nc4sc(C(=O)Nc5cc(C)on5)c(N)c24)CCC3)cc1	-8%	3.8%	-4.7%	0%	-1
37	CC1CCc2c(C(=O)Nc3ccccn3)csc2C1 (stereo not given)	·	·	0.2%	·	1
38	COCCCn1c(SCC(=O)Nc2nnc(C)s2)nnc1-c1ccoc1C	0%	-3.9%	13%	1%	·
39	CC(=O)Nc1ccc(SCC(=O)O)cc1	5%	-5.3%	0.1%	5%	10
40	O=C(CSc1nc2ccccc2o1)N/N=C/c1ccc(C(=O)O)cc1	·	·	0.0%	·	26

item	Lipid droplet cells 6.5 µM	TNAP activation fold	P. falciparum M17LAP	M1AAP inhibition	Siah-1 displacement
33	·	1	-5%	8%	0%
34	·	1.1	1%	-5%	8%
35	638	1.1	0%	13%	-1%
36	707	1.3	-19%	7%	-2%
37	663	·	11%	1%	16%
38	·	1.1	5%	4%	3%
39	687	1.1	-2%	3%	2%
40	706	·	-5%	0%	0%

(cont.)
item	SMILES	human PMI inhibitors	XIAP antagonists	UTI89 phage lysis	human PMI inhibition	Lipid droplet
41	COc1ccc(-c2nc3ccccc3c(=O)n2N)cc1	-1%	-2.8%	0.5%	1%	·
42	COc1ccccc1N1C(=O)CC(N(O)c2ccccc2)C1=O (stereo not given)	·	·	-1.4%	·	37
43	CCN(Cc1cnn(C)c1)Cc1nc(Cc2ccccc2Cl)no1	7%	-1.6%	0.0%	8%	-8
44	Cc1cc(Nc2ccccc2Cl)n2nnnc2n1	4%	-4.1%	0.3%	2%	-12
45	COc1ccc(/C(O)=C2/C(=O)C(=O)N(c3ncccn3)C2c2ccc(OC)c(OC)c2)cc1 (stereo not given)	-10%	-8.2%	-0.1%	-3%	-12
46	O=C1OC(c2ccc(Cl)cc2)/C(=C(/O)c2ccccc2)C1=O (stereo not given)	-1%	-8.0%	-0.1%	-8%	·
47	CCN(CC)S(=O)(=O)c1ccc(N2CCOCC2)c(NC(=O)c2cc(=O)[nH]c3ccccc23)c1	-4%	-4.1%	0.0%	-6%	3
48	Cc1oc(C(C)(C)C)cc1C(=O)Nc1ccc2c(c1)OCO2	·	·	·	·	15
49	COc1cc(/C=C2\SC(=Nc3ccccc3)N(Cc3ccco3)C2=O)ccc1OC(C)C(=O)O (stereo not given)	-2%	-8.8%	-3.8%[50 µM]	-4%	-2

item	Lipid droplet cells 6.5 µM	TNAP activation fold	P. falciparum M17LAP	M1AAP inhibition	Siah-1 displacement
41	·	1.1	13%	12%	2%
42	784	·	3%	11%	3%
43	683	1.1	9%	4%	4%
44	741	1.1	0%	11%	-4%
45	724	1	9%	8%	-3%
46	·	1	33%	8%	-1%
47	711	1.1	14%	8%	4%
48	734	·	-8%	2%	2%
49	610	1.1	32%	18%	-2%
